# KDM5B inhibitor: inhibitors of human KDM5B histone demethylase; Q9UGL1; 2.6% of 220,000 active; KDM5B demethylase, FDH-coupled NADH fluorescence (FDH is formaldehyde dehydrogenase); Potency, µM (doses to about 57.7 µM), for the others: at the highest dose activity change, negative = inhibition, actives largely listed as inhibitors; active = well fitted inhibition curve with a large enough effect; inconclusive = small, poorly fitted or top-dose-only effect; inactive = no such curve, though single readings can be large or run the other way; also: 0% is about no effect; nearly all actives have a fitted effect of over 70% in size
# Target sequence (Q9UGL1 whole entry, looked up): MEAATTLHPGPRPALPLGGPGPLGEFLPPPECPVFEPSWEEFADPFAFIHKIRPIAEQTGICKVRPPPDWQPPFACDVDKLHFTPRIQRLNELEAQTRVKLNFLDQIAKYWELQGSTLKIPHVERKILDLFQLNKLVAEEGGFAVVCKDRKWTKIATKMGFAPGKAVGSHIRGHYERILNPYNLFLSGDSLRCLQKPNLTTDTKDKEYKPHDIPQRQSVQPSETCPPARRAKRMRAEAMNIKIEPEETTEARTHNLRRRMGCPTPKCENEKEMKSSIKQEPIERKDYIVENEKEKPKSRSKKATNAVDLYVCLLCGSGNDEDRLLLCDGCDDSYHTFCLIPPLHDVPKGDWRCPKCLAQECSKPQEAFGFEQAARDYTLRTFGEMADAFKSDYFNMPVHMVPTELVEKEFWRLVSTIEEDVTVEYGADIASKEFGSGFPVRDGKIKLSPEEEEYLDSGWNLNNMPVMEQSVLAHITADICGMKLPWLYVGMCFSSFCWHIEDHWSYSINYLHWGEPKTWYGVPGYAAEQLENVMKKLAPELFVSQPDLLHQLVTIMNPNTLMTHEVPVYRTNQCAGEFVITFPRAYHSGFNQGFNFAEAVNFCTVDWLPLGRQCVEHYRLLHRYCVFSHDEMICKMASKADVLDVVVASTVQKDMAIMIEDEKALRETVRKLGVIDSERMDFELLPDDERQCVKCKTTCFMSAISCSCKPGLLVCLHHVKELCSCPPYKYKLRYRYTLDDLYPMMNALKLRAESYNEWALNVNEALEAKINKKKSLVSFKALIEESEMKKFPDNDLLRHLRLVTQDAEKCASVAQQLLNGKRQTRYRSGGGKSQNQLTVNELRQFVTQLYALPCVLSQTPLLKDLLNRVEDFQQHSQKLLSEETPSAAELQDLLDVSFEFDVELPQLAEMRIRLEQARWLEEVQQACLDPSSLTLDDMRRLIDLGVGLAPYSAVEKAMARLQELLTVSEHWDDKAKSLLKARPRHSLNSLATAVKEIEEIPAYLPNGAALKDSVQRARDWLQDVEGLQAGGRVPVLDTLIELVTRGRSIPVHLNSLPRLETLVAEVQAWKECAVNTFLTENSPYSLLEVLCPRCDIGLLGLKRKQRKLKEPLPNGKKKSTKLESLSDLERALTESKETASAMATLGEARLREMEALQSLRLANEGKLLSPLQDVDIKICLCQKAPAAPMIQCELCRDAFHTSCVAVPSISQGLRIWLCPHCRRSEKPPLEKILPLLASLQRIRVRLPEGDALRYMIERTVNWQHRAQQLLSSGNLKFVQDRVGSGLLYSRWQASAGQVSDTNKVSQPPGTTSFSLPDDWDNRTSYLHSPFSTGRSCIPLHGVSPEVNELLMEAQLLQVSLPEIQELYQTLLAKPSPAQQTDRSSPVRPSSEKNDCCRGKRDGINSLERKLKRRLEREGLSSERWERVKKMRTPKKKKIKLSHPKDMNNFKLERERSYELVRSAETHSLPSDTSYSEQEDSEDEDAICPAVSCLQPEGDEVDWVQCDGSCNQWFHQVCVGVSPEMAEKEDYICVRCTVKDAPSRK
#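 Inhibition is measured as reduced NADH fluorescence generation from FDH coupling to formaldehyde release. Truncated KDM5BΔAP at 200 nM final acts on H3K4me3 peptide (12.5 µM in substrate mix) in pH 7.5 HEPES buffer with Tween-20, 30 min, room temperature.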
# The depositor's hits bear a star; u = inconclusive; & = joins results of further samples; [ ] = dose if it differs, or a comment. Potency is read from the fitted curve at half-maximal effect. A portion of the library. The share of hits here may be higher or lower than overall.
SMILES,KDM5B inhibitor
CCNC(=O)[C@@H]1C[C@H](NC(=O)c2ccco2)CN1C(=O)Cc1nonc1C,28%
CN(C1CCOCC1)C1CCN(S(=O)(=O)c2ccccc2)CC1,11%
O=C(O)CCn1cc(C(C(=O)O)N2CCN(Cc3ccncc3)CC2)c2ccc(F)cc21 (stereo not drawn),-8%
Cc1noc(C)c1-c1cc(-c2cccc(N[S+](C)(=O)[O-])c2)cn2cncc12,u
CCOc1cc(CNS(=O)(=O)c2ccc3c(c2)CC(=O)N3C)cc(OCC)c1OCC,u
CCc1c(C(=O)N2CCC(CO)(Cc3ccccc3)CC2)[nH]c2ccccc12,12%
COC(=O)c1ccc(NC(=O)c2cc(=O)c3ccc(C)cc3o2)cc1,11%&-9%
Cc1cccc(-c2nc3scc(CCNC(=O)c4ccccc4Cl)n3n2)c1,9%
CC(C)C[C@@H]1N[C@H](C(=O)NCCOc2ccccc2)Cc2c[nH]c3cccc1c23,-19%[86.2 µM]
CCn1nccc1C(=O)N1CCCCCCNC(=O)[C@@H]2C[C@@H](c3nc(Cc4ccccc4)no3)C[C@@H]21,-16%
O=C(Nc1cccc(-c2nnc3n2CCCC3)c1)c1ccc(F)c(F)c1,18%
N#Cc1c(C(F)(F)F)cc(-c2cccs2)nc1SCC(=O)Nc1ccc(Cl)cc1,41%[activator]
CC1=C(C(=O)OCc2ccc(C)cc2)C(c2ccccc2Cl)CC(=O)N1 (stereo not drawn),u
COc1ccc(NC(=O)Cn2c(=O)oc3cc(S(=O)(=O)N4CCCC4)ccc32)cc1OC,-20%
Cc1ccc(C(N)=O)c(OCc2coc(-c3ccc(F)cc3)n2)c1,14%
Cc1ccc(NC(=O)c2cc3c(s2)CCCCC3)cc1,u
Cc1ccc2oc(C(=O)Nc3ccc(S(=O)(=O)N(C)Cc4ccccc4)cc3)cc(=O)c2c1,-2%&11%
Cn1c(=O)oc2cc(S(=O)(=O)N3CCCC(C(=O)N4CCN(c5ccc(F)cc5)CC4)C3)ccc21 (stereo not drawn),-14%
Cc1ccc2[nH]c(=O)c3cc(C(=O)N(CCCOC(C)C)Cc4ccco4)sc3c2c1,u
CC1=C[C@@H](CNC(=O)CCC(=O)O)[C@H](C(C)C)C[C@H]1CC(=O)NCc1cccnc1,-16%[86.2 µM]
CNC(=O)c1ccc(CNc2nc(CCN)nc3sc(C)c(C)c23)o1,u
Cn1ccnc1C(NC(=O)Cc1n[nH]c(=O)c2ccccc12)c1ccc(F)cc1 (stereo not drawn),13%
COc1cc(C(=O)N2CCC(CC(=O)NCCN3CCCC3)CC2)cc(OC)c1OC,-14%
CC(CNC(=O)C1CCN(C(=O)c2ncn3c2COC(c2ccccc2)C3)CC1)c1ccccc1 (stereo not drawn),-11%
CC1CCc2c(sc3nnn(CC(=O)Nc4ccccc4Cl)c(=O)c23)C1 (stereo not drawn),-17%

# Reformatted as tab-separated lines: part of the list above.
mol	KDM5B inhibitor
Cn1ccnc1C(NC(=O)Cc1n[nH]c(=O)c2ccccc12)c1ccc(F)cc1 (stereo not drawn)	13%
CCNC(=O)[C@@H]1C[C@H](NC(=O)c2ccco2)CN1C(=O)Cc1nonc1C	28%
Cc1ccc2[nH]c(=O)c3cc(C(=O)N(CCCOC(C)C)Cc4ccco4)sc3c2c1	u
CCOc1cc(CNS(=O)(=O)c2ccc3c(c2)CC(=O)N3C)cc(OCC)c1OCC	u
CCn1nccc1C(=O)N1CCCCCCNC(=O)[C@@H]2C[C@@H](c3nc(Cc4ccccc4)no3)C[C@@H]21	-16%
Cc1ccc2oc(C(=O)Nc3ccc(S(=O)(=O)N(C)Cc4ccccc4)cc3)cc(=O)c2c1	-2%&11%
CN(C1CCOCC1)C1CCN(S(=O)(=O)c2ccccc2)CC1	11%

# The results go on.
SMILES,KDM5B inhibitor
Cc1ccc(C(=O)N2CC(c3nnc(-c4ccc(C)cc4)o3)C3(CCOCC3)C2)cc1 (stereo not drawn),-10%
COc1cc(OC)c(C2C(C(=O)Nc3ccccc3)=C(C)Nc3ncnn32)cc1OC (stereo not drawn),3%
Cc1cccc(NC(=O)CCCn2c(C)c3cnn(-c4ccccc4)c(=O)c3c2C)c1C,-23%
COc1ccc(-c2cn3nc(N4CCC(C(=O)NCc5ccccc5F)CC4)sc3n2)cc1,-14%
O=C(NC1CCCc2c1[nH]c1ccc(F)cc21)c1ccncc1 (stereo not drawn),-21%
CCCCN(CC)CCCNC(=O)c1cn(C)c(=O)c2c1c1ccccc1n2C,u
CCCCCCc1ccc(/C(C)=C\C(=O)O)cc1,-1%
O=C(Cc1ccccc1)N1CCC2(CC1)CN(c1ccncn1)CC2CO (stereo not drawn),-12%
CC(C)(C)CC(=O)N1CCC(C(=O)NCc2cccnc2)CC1,29%
COCCN1C(=O)CCC2(C(=O)NCCN(C)C3CCCCC3)CCCC=C12 (stereo not drawn),u
Cn1cc(C(=O)N2CCCN(S(=O)(=O)c3ccc(F)cc3)CC2)cn1,-10%
COc1ccc(/C=C2\Oc3cc(OS(=O)(=O)c4ccc(C)cc4)ccc3C2=O)c(OC)c1OC,-16%
Cc1ccc(Nc2nc(NCc3ccc(Cl)cc3)nc(N)c2[N+](=O)[O-])cc1,-26%
CCc1ccc(NC(=O)Cn2c(=O)c(-c3noc(CC)n3)c3n(c2=O)CCCCC3)cc1,-13%
COc1ccc2nc(CO[C@H]3CN(Cc4ccc(S(C)(=O)=O)cc4)C[C@H]3F)[nH]c2c1,u
NC(=O)c1nn(CC(=O)Nc2ccccc2OC(F)(F)F)c(=O)c2ccccc12,5%
Cc1ccc(C(=O)N2C(C(=O)NCC3CCCO3)COC23CCN(C(=O)CC(C)(C)C)CC3)cc1 (stereo not drawn),-15%
O=C(NCc1ccncc1)c1ccc2c(c1)CC(=O)N2Cc1ccc(F)cc1,-14%
Cc1cnc(C2CC2)n1C1CCN(S(=O)(=O)c2ccc(C#N)cc2)CC1,-13%
Cn1c(=O)c2c(nc(Cl)n2Cc2ccccc2C#N)n(C)c1=O,22%
CCCOC(=O)N1CCC(C(=O)Nc2cccc(-c3cccc(F)c3)c2)CC1,-5%
CCc1cccc(NC(=O)c2cc(-c3ccc[nH]3)n[nH]2)c1,-16%
O=C(Nc1ccc(F)cc1)c1ccn2cncc2c1,35µM*
COc1ccccc1-c1nc(SCC(=O)Nc2ccccc2)n2[nH]c(=O)cc2n1,-17%
CCOCc1nc(C2CCCNC2)no1 (stereo not drawn),-2%
# Next results follow:
SMILES,KDM5B inhibitor
CN1CCN(c2nc3c(c(=O)[nH]2)CCN(Cc2ccccc2C#N)CC3)CC1,-10%
Cc1cc2nc(-c3cccc(NC(=O)c4ccccc4[N+](=O)[O-])c3)oc2cc1C,7%
O=C(C1c2ccccc2C(=O)N(c2ccccc2)C12CCCCC2)N1CCCC1 (stereo not drawn),-14%
O=C(NC(c1ccc(F)cc1)c1cccs1)C1CCN(Cc2ccncc2)CC1 (stereo not drawn),-11%
CC(C)NC(=O)NC1CC2(CCN(C(=O)Cc3ccc(O)cc3)CC2)c2ccccc21 (stereo not drawn),-16%[115 µM]
COc1ccc(-c2nc(SCC(=O)Nc3ccc(Br)cc3C)n[nH]2)cc1,18%
CC(C)CN(C1CCOCC1)C1CN(C(=O)c2ccncc2)C1,16%
CC(C)Oc1ccc(CNC(=O)C2COc3ccccc3C2)cc1 (stereo not drawn),-2%
CCOc1ccc(Nc2nc3ccccc3nc2NS(=O)(=O)c2ccc(Cl)s2)cc1,-15%
CCCNC(=O)C1COC2(CCN(C(=O)c3ccccc3C)CC2)N1C(=O)c1cccc(F)c1 (stereo not drawn),9%
CCc1ccccc1N(C)C(=O)Nc1cn(CC(C)C)c(=O)c2ccccc12,u
O=C(O)c1cn2ccnc(-c3ccc(F)cc3)c2n1,u
Cc1ccc(CNC(=O)CNC(=O)c2ccco2)cc1,29%
O=C(C1CCOCC1)N1CCC(c2noc(-c3ccncc3)n2)C1 (stereo not drawn),-3%
O=C(OC(C(=O)N1CCOCC1)c1ccccc1)c1n[nH]c(=O)c2ccccc12 (stereo not drawn),3%
COc1ccc(N(C(=O)Cn2nnc3ccccc32)C(C(=O)NCc2ccco2)c2ccncc2)cc1 (stereo not drawn),-13%
O=C(c1cnc2c(c1)COc1ccccc1-2)c1ccccc1O,-7%
O=C(OCc1cc(=O)n2nc(C3CC3)sc2n1)c1cccc(NC(=O)c2ccccc2Cl)c1,6%
Cc1cccc(NC(=O)N2CCc3c(C(=O)NC(C)(C)C)cccc32)c1,7%
CC(C)CCC1=NC2(CCN(C(=O)CCN3CCCCC3=O)CC2)C(=O)N1,-21%
O=C(c1n[nH]c(=O)c2ccccc12)N1CCN(S(=O)(=O)c2ccccc2F)CC1,-9%
CCC(CC)c1nn2c(=O)cc(COc3ccc(NC(=O)c4ccccc4Cl)cc3)nc2s1,13%
OC[C@@H]1O[C@H](CNC2CCOCC2)[C@H](N2CCOCC2)[C@@H]1O,32%[86.2 µM]
O=C(Nc1ccc(F)cc1)c1ccc(-n2cnc3cccnc32)cc1,-16%
COc1ccc2cc(-c3csc(Nc4ccc(F)cc4)n3)c(=O)oc2c1,u
# More compounds follow.
SMILES,KDM5B inhibitor
COc1ccc(OC)c(NS(=O)(=O)c2ccc3c(c2)CCCN3C(=O)C2CCC2)c1,11%
O=C(c1ccncc1)N1CCC(C2CCN(Cc3ccccn3)C2)CC1 (stereo not drawn),u
COCC(=O)N[C@@H]1CN(C(=O)c2cc3ccccc3[nH]2)CC[C@@H]1CO,-20%
COCCN(Cc1ccccn1)Cc1cc(=O)c2cc(C)cc(C)c2[nH]1,28µM*
Cn1nc(C(=O)Nc2ncc(Cc3ccc(Cl)cc3)s2)ccc1=O,3%
Cc1ccc(C(=O)Nc2cccc(C#N)c2)cc1F,-15%
CCNC(=O)N(C1CC1)C1CCOC2(CCN(C(=O)c3ccn(CC)n3)CC2)C1 (stereo not drawn),5%
CC(=O)N1CCN(S(=O)(=O)c2cccc3cc(C)cnc23)CC1,7%
COCC(=O)N[C@@H]1CN(CC2CC2)CC[C@@H]1c1nc(C)no1,23%
N/C(COc1ccccc1Cl)=N\O,-6%
COCC1(CNCc2ccc(OC)cc2)C[C@@H](O)[C@@H](O)C1 (stereo partly drawn),-6%[86.2 µM]
CCn1cc(C(=O)N2CCN(c3cccc(C)c3)C(C)C2)c(=O)c2cc(S(=O)(=O)N3CCOCC3)ccc21 (stereo not drawn),-8%
COc1cccc(N2C(=O)C(CC(=O)Nc3ccccc3)N(CCc3sccc3C)C2=O)c1 (stereo not drawn),-11%
COCCC1(NS(C)(=O)=O)CCN(C(=O)c2ccc(OC)nc2OC)CC1,-10%
Cc1ccc(CN2CC(Oc3ccc(-c4noc(-c5cccnc5)n4)cc3)C2)o1,-41%
Cc1ccc(N2C(=O)CS(=O)(=O)C23C(=O)N(Cc2ccccc2C)c2ccccc23)cc1Cl (stereo not drawn),-24%
CC(C)Cc1nc(C#N)c(NC(C)c2ccccc2)o1 (stereo not drawn),13%
COc1ccc(OC)c(NC(=O)CCNS(=O)(=O)c2cccc3nsnc23)c1,6%
O=C(c1ccc2c(c1)OCO2)N1CCN(C2CCNCC2)C(=O)C1,u
COCc1nnc(NC(=O)c2c(-c3c(Cl)cccc3Cl)noc2C)s1,19%
O=[S+]1([O-])NCC2(CCCN(Cc3cccc(C(F)(F)F)c3)C2)Oc2ncccc21 (stereo not drawn),-10%[115 µM]
Cc1onc(-c2ccccc2Cl)c1C(=O)NCc1ccco1,4%
Cc1cccc(CNC(=O)c2ccc(C)c(-n3c(C)nc4cccnc43)c2)c1,u
O=C(c1cc(-c2ccc(Cl)cc2)on1)N1CCN(c2ccccc2)CC1,-32%
O=C(Nc1ccc2oc(-c3ccc(Cl)cc3)nc2c1)c1ccccc1,12%

# Part of the list above, with bars between the fields.
Structure | KDM5B inhibitor
CC(C)Cc1nc(C#N)c(NC(C)c2ccccc2)o1 (stereo not drawn) | 13%
COc1ccc(OC)c(NC(=O)CCNS(=O)(=O)c2cccc3nsnc23)c1 | 6%
O=C(c1ccc2c(c1)OCO2)N1CCN(C2CCNCC2)C(=O)C1 | u
COCc1nnc(NC(=O)c2c(-c3c(Cl)cccc3Cl)noc2C)s1 | 19%
O=[S+]1([O-])NCC2(CCCN(Cc3cccc(C(F)(F)F)c3)C2)Oc2ncccc21 (stereo not drawn) | -10%[115 µM]
Cc1onc(-c2ccccc2Cl)c1C(=O)NCc1ccco1 | 4%
Cc1cccc(CNC(=O)c2ccc(C)c(-n3c(C)nc4cccnc43)c2)c1 | u

# Remaining list, next part
SMILES,KDM5B inhibitor
CCCCN(C(=O)c1ccc2c(=O)n3c(nc2c1)CCCCC3)c1ccccc1,12%
Cc1ccc(CNC(=O)C(NS(=O)(=O)c2cccs2)C(C)C)cc1 (stereo not drawn),-16%
O=C(CCn1ccc(=O)[nH]c1=O)N1CC[C@@H](c2ccc3c(c2)OCO3)[C@H](O)C1,6%
Cc1ccc(CN2C(=O)[C@@H]3C[C@@H](O)CN3C3(CN(Cc4ccc(Cl)cc4)C3)C2=O)o1,27%[86.2 µM]
Cc1ccc(COn2nnc3ccc(S(=O)(=O)N4CCOCC4)cc32)cc1,24%
CC(=O)Nc1cccc(C(=O)N2CCC3(CC2)N=C(c2ccc(C)cc2)NO3)c1,-2%
O=C(Nc1ccc2oc(-c3cccc4c(Br)cccc34)nc2c1)c1ccc(F)cc1,u
CSCC(C)N1CCC(N2CCC(C(=O)NCc3ccccn3)CC2)CC1 (stereo not drawn),-5%
CCC(CC)NC(=O)COC(=O)CCS(=O)(=O)c1ccc(C)cc1,-8%
C[C@H](O)c1onc(-c2ccccc2)c1C(=O)NC1CCCC1,-6%[86.2 µM]
O=C(NC1CC(=O)N(c2ccccc2)C1)C1CCCCC1 (stereo not drawn),u

# High-throughput results as filed in PubChem.
